# tim23-1 inh: inhibits growth of tim23-1 mutant yeast | inhibition, % at 20 µM | S. cerevisiae tim23-1 growth, BacTiter-Glo luminescence, 24 h | 330,000 tested, 1.3% active | AID 463212;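 active = growth inhibition of the mutant yeast at or above 50%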;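 note: temperature-sensitive mutant grown at 25 °C; plate controls were DMSO-treated mutant yeast for no effect and medium wells lacking yeast for full effect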
# UPR CHOP act: apoptotic UPR (CHOP) activation; CHO-CHOP luciferase reporter, luminescence; percent of tunicamycin response over DMSO baseline; activation, % at 10 µM; 330,000 tested, 0.34% active; AID 449763;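 active = at 10 µM dose, activation of 40% or more, normalized to positive control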;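 note: 100% = tunicamycin at 10 µg/mL and 0% = DMSO alone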
#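 System: CHO CHOP reporter cells. Amount: 500 cells per well. Buffer or medium: F12 medium, 10% FBS. Compound dosing: one dose, 10 µM in 0.5% DMSO. Incubation: 6 h compound exposure at 37 °C after overnight seeding. Technique: Steady-Glo luciferase luminescence. Benchmarks: tunicamycin and DMSO controls.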
# EBI2 block: antagonists of human EBI2 receptor. P32249. EBI2 beta-arrestin recruitment, luminescence, 7a,25-OHC stimulated. 360,000 tested, 0.81% active. inhibition, % at 5 µM; in the data active = inhibition above about 38%;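 note: enzyme fragment complementation signal reports receptor beta-arrestin coupling in cells; 0% = agonist plus DMSO wells and 100% = wells without agonist; some results beyond the cut were filed as inactive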
# Target sequence (P32249 whole entry, looked up, the tested form may be a part): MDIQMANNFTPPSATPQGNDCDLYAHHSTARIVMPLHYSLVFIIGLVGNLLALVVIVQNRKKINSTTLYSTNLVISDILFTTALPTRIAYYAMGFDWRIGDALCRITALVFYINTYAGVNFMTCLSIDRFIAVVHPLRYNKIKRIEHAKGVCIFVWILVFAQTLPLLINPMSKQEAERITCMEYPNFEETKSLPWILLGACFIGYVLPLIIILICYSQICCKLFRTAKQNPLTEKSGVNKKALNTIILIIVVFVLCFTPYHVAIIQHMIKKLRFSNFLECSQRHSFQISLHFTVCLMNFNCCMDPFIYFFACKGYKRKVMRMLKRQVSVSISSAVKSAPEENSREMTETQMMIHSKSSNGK
# XBP1 UPR activ: adaptive UPR (XBP1) activation. CHO-XBP1 luciferase reporter, IRE1-XBP1 UPR activation, luminescence; percent of tunicamycin response, DMSO as zero. AID 463104. 330,000 tested, 0.33% active. activation, % at 20 µM;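 active = versus positive control, 20 µM dose yields 30% or more activation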;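 note: 100% = tunicamycin at 10 µg/mL and 0% = DMSO only wells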
#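 Assay system: CHO-XBP1 luciferase reporter cells; Schedule: 6 h treatment, 37 °C; Detection: glow luminescence from Steady-Glo reagent; Benchmarks: high control tunicamycin 10 µg/mL final, low control DMSO vehicle only.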
# CCR6 antagonist: CCR6 (human) receptor antagonism; P51684; CHO-K1 CCR6 PathHunter beta-arrestin, luminescence, CCL20-stimulated; inhibition, % at 20 µM; 340,000 tested, 0.49% active; AID 493098;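 active = compounds whose inhibition of the agonist-driven luminescence signal at 20 µM reaches about 50%, limit read from the data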;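 note: cells stimulated with CCL20 at 14 nM final; plate controls were DMSO with CCL20 for no effect and DMSO without agonist for full effect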
# Target sequence (P51684 whole entry, looked up): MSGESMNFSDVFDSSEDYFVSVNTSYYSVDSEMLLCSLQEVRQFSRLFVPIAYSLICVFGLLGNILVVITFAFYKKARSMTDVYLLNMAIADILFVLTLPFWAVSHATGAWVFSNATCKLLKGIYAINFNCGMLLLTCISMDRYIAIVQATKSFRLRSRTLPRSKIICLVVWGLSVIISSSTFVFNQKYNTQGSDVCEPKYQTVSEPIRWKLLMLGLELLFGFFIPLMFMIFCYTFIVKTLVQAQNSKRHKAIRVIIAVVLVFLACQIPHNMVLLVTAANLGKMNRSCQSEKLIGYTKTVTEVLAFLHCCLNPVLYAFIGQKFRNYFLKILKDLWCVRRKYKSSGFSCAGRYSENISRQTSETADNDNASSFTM
# APJ antag: antagonists of human APJ apelin receptor; P35414; CHO-K1 APJ beta-arrestin complementation, luminescence; inhibition, % at 20 µM; 330,000 tested, 0.32% active;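 active = inhibition above about 40% at 20 µM, limit read from the data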;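 note: cells challenged with 10 nM apelin-13 agonist together with compound; plate controls were apelin-13 plus DMSO wells for no effect and DMSO wells lacking apelin-13 for full effect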
# CXCR6 inh: blocks human CXCR6 beta-arrestin recruitment; O00574; CHO-K1 PathHunter CXCR6 beta-arrestin, luminescence; inhibition, % at 20 µM; 360,000 tested, 0.36% active; in the data active = inhibition above about 34%, passing the limit was not always enough;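 note: antagonist mode with CXCL16 agonist at 10 nM final; 0% = 10 nM CXCL16 with DMSO and 100% = unstimulated wells without agonist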
# Target sequence (O00574 whole entry, looked up): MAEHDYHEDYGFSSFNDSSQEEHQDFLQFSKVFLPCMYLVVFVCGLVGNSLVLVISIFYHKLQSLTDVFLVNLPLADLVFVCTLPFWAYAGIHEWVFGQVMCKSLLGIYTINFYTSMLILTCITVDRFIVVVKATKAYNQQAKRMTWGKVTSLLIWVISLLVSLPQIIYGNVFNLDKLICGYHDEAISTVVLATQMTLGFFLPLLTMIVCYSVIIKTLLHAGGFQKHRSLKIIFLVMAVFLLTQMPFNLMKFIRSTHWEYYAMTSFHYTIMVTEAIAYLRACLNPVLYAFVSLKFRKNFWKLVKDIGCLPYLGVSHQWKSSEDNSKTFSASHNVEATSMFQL
# APJ agonist: agonists of human APJ apelin receptor; P35414; CHO-K1 APJ PathHunter beta-arrestin, luminescence; 0% DMSO wells, 100% apelin; activation, % at 20 µM; 330,000 tested, 0.11% active; AID 2520;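 active = activation more than six SD over the plate average, tested at 20 µM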;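 note: 0% = DMSO alone and 100% = apelin-13 at 10 nM; some results filed as inactive read as strong as hits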
#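 Assay system: engineered CHO-K1 APJ arrestin reporter cells; Amount: 1000 CHO-K1 reporter cells seeded per well; Dosing: one dose, 20 µM compound, 1% DMSO; Times: compound stimulation 90 min at 25 °C, detection 60 min; Measured by: luminescent beta-gal fragment complementation, chemiluminescent substrate; Read-out: APJ–arrestin association signal; Controls: DMSO vs Apelin-13 10 nM.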
# Mdm2 MdmX PPI: disrupts the human Mdm2-MdmX interaction. O15151+Q00987. 330,000 tested, 3% active. AID 485346. SaOS-2 split-luciferase Mdm2/MdmX complementation, luminescence. inhibition, % at 8 µM;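 active = inhibition of at least 50% at 8 µM in the primary screen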
# * = called active by the depositor; & = joins results of further samples. This is a subset. The share of hits here may be higher or lower than overall.
SMILES,tim23-1 inh,UPR CHOP act,EBI2 block,XBP1 UPR activ,CCR6 antagonist,APJ antag,CXCR6 inh,APJ agonist,Mdm2 MdmX PPI
Cc1cc(OCC(=O)N[C@H](C(=O)O)c2ccccc2)c2c3c(c(=O)oc2c1)CCC3,5,-0.5,-4,0,1,-43,-2,-2,8
CCCCc1nc(N2CCNCC2)c(C#N)c2c1CSC(C)(C)C2,16,2.2,2,5,14,-24,6,37,9
C[C@]12CC[C@H](OC(=O)CCC(=O)O)CC1=CCC1C2CC[C@@]2(C)C1CC[C@@H]2OC(=O)CCC(=O)O (some centres not stated),21,-0.1,7,-2,0,3,-5,-1,16
CCCOC(=O)c1c(N)n(Cc2cccs2)c2nc3ccccc3nc12,39,-2.6,32,1,1,19,14,-8,9
CC(C)(C)C(=O)OC[N+](C)(C)CCOC(=O)C(O)(c1ccccc1)C1CCCC1 (configuration not stated),0,-1.8,-15,-2,-7,-9,-6,1,-4
CC(=O)c1ccc(OC(C)C)c(Cc2c(O)[nH]c(=S)[nH]c2=O)c1,-8,-1.7,4,-5,-8,25,-5,-4,11
CCCNC(=O)N1[C@H]2CC[C@@H]1C(C(=O)OC)=C(c1c(C)noc1C)C2,7,1.7,3,0,-10,4,-1,-3,-5
CCCCn1c(O)c(C(C)=Nc2ccc(C(=O)O)cc2)c(=O)[nH]c1=O,-8,-1.0,-13,1,1,8,-12,-1,18
Cc1ccc2c(c1)C1CN(C)CCC1N2C(=O)c1cccnc1Cl (configuration not stated),-15,1.0,-10,-2,-10,3,0,-6,12
Cn1c(O)c(C(c2ccccn2)c2c(O)n(C)c(=S)[nH]c2=O)c(=O)[nH]c1=S,14,-0.6,-3,-2,-1,13,-3,0,-16

# Compound profiles, as listed above:
# CCCNC(=O)N1[C@H]2CC[C@@H]1C(C(=O)OC)=C(c1c(C)noc1C)C2 reads tim23-1 inh: 7; UPR CHOP act: 1.7; EBI2 block: 3; XBP1 UPR activ: 0; CCR6 antagonist: -10; APJ antag: 4; CXCR6 inh: -1; APJ agonist: -3; Mdm2 MdmX PPI: -5
# CC(C)(C)C(=O)OC[N+](C)(C)CCOC(=O)C(O)(c1ccccc1)C1CCCC1 (configuration not stated) reads tim23-1 inh: 0; UPR CHOP act: -1.8; EBI2 block: -15; XBP1 UPR activ: -2; CCR6 antagonist: -7; APJ antag: -9; CXCR6 inh: -6; APJ agonist: 1; Mdm2 MdmX PPI: -4

# Further compounds:
SMILES,tim23-1 inh,UPR CHOP act,EBI2 block,XBP1 UPR activ,CCR6 antagonist,APJ antag,CXCR6 inh,APJ agonist,Mdm2 MdmX PPI
O=C(O)CP(=O)(O)c1ccc(Cl)cc1,13,1.6,-4,-5,14,6,-6,-7,9
CNC(=O)OCc1n(C)cc[n+]1C,12,-1.6,-6,1,3,-2,-3,-1,-2
Cc1ccc2c(c1)=NC(=O)/C(=C/c1c(O)[nH]c(=O)[nH]c1=O)C=2,-10,2.0,3,0,8,-10,-4,-1,20
Clc1ccc(CNCCc2ccc3c(c2)OCO3)cc1,3,-1.3,5,-2,9,10,5,-5,22
CC(=O)n1cc(C=C2C(=O)NC(=O)NC2=O)c2ccccc21,1,2.5,-19,-2,6,-13,3,-1,17
COc1cc(CNCCc2ccc3c(c2)OCO3)cc(OC)c1OC,-23,-0.6,-9,3,-6,8,2,-3,20
Cc1ccc(C(=O)C2CN(C)CC2C(=O)c2ccc(C)cc2)cc1 (configuration not stated),-3,-2.9,5,-2,4,-8,-3,-6,24
Cc1cccc(-n2c(-c3ccc([N+](=O)[O-])cc3)nc3ccccc3c2=O)c1,16,-0.9,18,-2,9,0,-2,0,-7
OC1/C(=C/c2ccccc2C(F)(F)F)N2CCC1CC2 (configuration not stated),10,-1.4,-2,-2,4,-3,-8,0,23
C=Cn1ccnc1P(=S)(c1ccc(Cl)cc1)c1nccn1C=C,34,-1.0,-9,-3,12,13,1,1,-13
CCOC(=O)C1C(=O)N(C)C2(C)CC1c1cc(OC)ccc1O2 (configuration not stated),14,-2.0,-9,-2,-5,-9,-3,-3,18
O=c1[nH]c2c(c(=O)n1C1CCCCC1)CCC2,-7,-1.3,2,-2,4,11,-6,-2,9
COC(=O)C1=C(c2cccc(OC)c2OC)C[C@@H]2CC[C@H]1N2C(=O)NCc1ccc(C(F)(F)F)cc1,27,1.4,4,2,6,14,-4,5,13
O=C(COc1ccccc1)c1cn(Cc2ccccc2)c2ccccc12,9,-1.3,46*,2,20,-5,0,-2,13
Cc1ccc(C(=O)n2cc(CCN3CCS(=O)(=O)CC3)c3ccccc32)cc1,31,-0.1,9,-1,6,-1,-1,1,16
CN(C(=O)CNC(=O)OCc1ccccc1)c1ccc(Br)cc1C(=O)c1ccccc1Cl,32,1.4,21,8,19,-2,2,-1,40
O=P(Oc1ccccc1)(Oc1ccccc1)C(Nc1ccccc1)c1ccccc1 (configuration not stated),4,-0.5,5,1,5,-15,11,-2,-1
Cc1ccnc(NS(=O)(=O)c2ccc(N=Cc3c(O)n(C)c(=O)n(C)c3=O)cc2)n1,8,-1.4,-5,-1,-3,1,-6,1,9
C/C(Cl)=C/CC1(CN2CCCC2=O)C(=O)NC(=O)NC1=O,8,-1.4,-10,-2,-9,0,-7,-5,-14
O=c1[nH]c(=O)n(CCC2=CCCCC2)c(O)c1/C=N/Nc1cccc2ccccc12,27,-0.5,-1,-2,7,-53,5,-1,0
CCN(CC)P(=O)(NC(=O)c1cccn1C)N(CC)CC,7,0.2,-7,-1,0,3,1,2,-14
Cc1ccc(-n2c(C)cc(/C=C3\C(=O)NC(=O)N(C)C3=O)c2C)cc1C,-18,0.8,-6,0,17,10,-2,1,11
CCCCCCn1c(=O)c(C(=O)Nc2cnccn2)c(O)c2ccccc21,6,14,-9,4,-43,-26,-8,2,61*
COc1ccc(C=C2C(=O)N(C)C(=O)N(C)C2=O)cc1CSc1ccccn1,7,-3.8,4,0,21,-3,3,-5,-4
O=C(N/N=C/c1c(O)n(CCc2ccccc2)c(=O)[nH]c1=O)c1ccccc1,-1,9.4,-6,0,16,25,7,-5,-12
CCCNS(=O)(=O)c1ccc(OCC(=O)N2CCN(Cc3ccccc3)CC2)cc1,6,0.2,-7,-2,-8,0,-5,2,10
CC1CCN(CC(=O)c2ccccc2Cl)CC1,8,1.5,4,1,37,-1,6,-7,15
O=C1N[C@H](Cc2ccccc2)C(=O)N2[C@@H]3[C@H](C[C@@H]12)c1ccccc1N3OOSc1ccccc1,24,1.3,-12,-3,10,-16,-5,0,22
O=C(NC(=S)N1C[C@H]2C[C@H](C1)c1cccc(=O)n1C2)c1ccc(Cl)cc1Cl,-4,2.4,-11,-2,14,-31,9,0,10
CN1CCN(C(=O)COc2ccc(C(C)(C)C)cc2Br)CC1,11,0.3,-3,0,12,2,2,-2,-13
Cc1nn(-c2ccccc2)c2c1CC1(C(=O)N(C)C(=O)N(C)C1=O)C1CCCCN21 (configuration not stated),22,-1.0,-3,0,0,10,0,1,26
COc1ccc(Cn2c(O)c(C=Nc3c(C)n(C)n(-c4ccccc4)c3=O)c(=O)[nH]c2=O)cc1,6,-2.5,-3,1,4,-18,-7,0,15
CC(=O)Nc1ccccc1C(=O)OCc1cccc(F)c1,23,0.6,6,6,13,7,2,-4,-33
Cc1cccc(N2CCc3c2nc2ccccc2c3N)c1,12&-12,1.4&0.4,-3&6,1&-1,-2&1,-9&-35,4&-20,-1&-4,9&24
CNC(=S)N(C)CCc1cc2c(c(OC)c1/C=C1/C(=O)NC(=O)N(C)C1=O)OCO2,5,-0.9,-3,-4,9,5,-2,0,25
CC1CCCC(C)N1/N=C/c1c[nH]c2ccc(Br)cc12 (configuration not stated),11,9.1,7,-3,-4,-1,-7,-1,52*
Nc1ncc([N+](=O)[O-])s1,-16,0.9,-2,-4,0,3,6,-1,10
COC(=O)c1cccc(N=Cc2c(O)n(Cc3ccc(F)cc3)c(=O)[nH]c2=O)c1,0,0.8,5,-2,-1,14,-1,1,-9
COC(=O)C1=C(c2ccc(F)cc2OCc2ccccc2)C[C@@H]2CC[C@H]1N2C(=O)NCCCOC(C)C,22,2.9,10,-1,19,-9,6,-2,16
Cn1c(O)c(Cc2cccc(Cl)c2Cl)c(=O)n(C)c1=O,-4,1.8,-7,0,6,12,2,-2,-26
Cc1ncc(CN2CCCC(C(=O)c3sccc3C)C2)s1 (configuration not stated),5,-0.7,-2,-5,12,3,-6,-2,2
COC1=CC=C2[C@H]3Cc4ccc(OC)c5c4[C@@]2(CCN3C)C1O5 (some centres not stated),12,0.8,5,1,0,12,5,-5,11
CC(C)(C)NCC(O)c1cc(Cl)c(N)c(Cl)c1 (configuration not stated),-5,-1.7,6,-5,-2,18,-3,-5,17
O=S1(=O)CC2(N3CCOCC3)CCCCC21 (configuration not stated),-3,-0.3,0,0,-3,-8,-2,1,-13
Cc1cccc(-n2c(/C=C/c3ccccn3)nc3ccccc3c2=O)c1,29,3.5,1,-3,21,-23,5,-1,12
Cc1ccc(/C=C2/C(=O)NC(=O)N(C)C2=O)cc1,-6,2.0,-2,-1,6,26,20,-1,-1
COc1ccc(SCC2CN(C)CCC2c2ccc(F)cc2)cc1 (configuration not stated),12,0.8,0,0,5,6,0,-2,20
CCOC(=O)C1SC2(C(F)(F)C(F)F)CC1(O)c1c(c(OC)c3occc3c1OC)O2 (configuration not stated),-1,-0.5,4,2,-1,1,-3,-1,17
CN(C)CCN(C(=O)COc1ccc(Cl)cc1)c1nc2cc3c(cc2s1)OCO3,-10,-0.1,-1,-4,13,13,7,-7,-2
CN(C)CCc1nn[nH]n1,11,-1.5,-4,0,-6,4,1,-5,-3

# The listing continues.
SMILES,tim23-1 inh,UPR CHOP act,EBI2 block,XBP1 UPR activ,CCR6 antagonist,APJ antag,CXCR6 inh,APJ agonist,Mdm2 MdmX PPI
COc1cc(C)c(-c2nc(CN3C[C@@H]4C[C@@H](C3)c3cccc(=O)n3C4)c(C)o2)cc1C,28,-0.2,6,1,14,-4,-1,2,1
Cc1cccc(C(=O)Nc2ccc3c(c2)CC2(C(=O)N(C)C(=O)N(C)C2=O)C2CCCN32)c1 (configuration not stated),7,0.7,7,0,2,-30,5,2,-1
CC/C(=N\Nc1ccccc1)c1c(O)n(-c2ccc(OC)cc2)c(=O)[nH]c1=O,14,0.9,0,-1,6,-9,1,-1,-7
O=C(NC(Oc1ccccc1)C(Cl)(Cl)Cl)c1ccccc1 (configuration not stated),7,-2.7,-7,1,14,4,-2,-3,4
N#CCCCCC#N,-6,0.6,-3,-1,0,-7,-5,-3,-1
CN1C2CCC1CC(OC(=O)c1ccc(Cl)cc1)(C(=O)O)C2 (configuration not stated),4,-1.8,8,-3,12,-4,1,2,-8
CCCCCC[N+](=O)[O-],-2,0.2,7,2,2,-4,4,2,15
CCCc1nc2ccccc2c(=O)n1-c1ccccc1OC,27,0.7,-3,-7,15,-10,-3,-1,-30
O=C1NC(=O)C(CCc2ccccn2)(Cc2ccc3c(c2)OCO3)C(=O)N1CCc1ccccc1 (configuration not stated),13,-0.6,13,0,9,7,7,1,0

# Bioassay records (PubChem BioAssay)
